# Screening results: PubChem, several laboratories
# Rpn11 inh – inhibitors of human proteasome Rpn11 | O00487 | human 26S proteasome, Ub4-pepOG fluorescence polarization; 20S core pre-blocked with epoxomicin | calls only at 20 µM | 360,000 compounds, 0.59% hits | AID 588493;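 active = inhibition at 20 µM, scaled to each plate's controls, above about 33%, limit read from the data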
# Target sequence (O00487 whole entry, looked up): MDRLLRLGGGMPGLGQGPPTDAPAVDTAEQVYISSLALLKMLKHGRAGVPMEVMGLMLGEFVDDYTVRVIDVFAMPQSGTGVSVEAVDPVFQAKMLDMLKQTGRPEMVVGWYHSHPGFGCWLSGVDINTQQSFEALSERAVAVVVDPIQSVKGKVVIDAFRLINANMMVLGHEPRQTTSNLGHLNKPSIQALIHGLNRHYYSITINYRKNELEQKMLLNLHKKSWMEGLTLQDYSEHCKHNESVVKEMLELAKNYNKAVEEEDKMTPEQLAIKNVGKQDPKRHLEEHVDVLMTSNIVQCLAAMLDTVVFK
# eLon inh – E. coli protease La inhibition; purified E. coli Lon protease, fluorescence polarization; AID 602123; inhibition, % at 7.94 µM; 360,000 compounds, 0.42% hits; P0A9M0; in the data active = inhibition above about 13%, passing the limit was not always enough;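 also: 0% = enzyme with probe and DMSO and 100% = no enzyme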
# bovine MsrA act – bovine methionine sulfoxide reductase A activation | purified bovine MsrA, absorbance read-out | activation, % at 10.6 µM | 360,000 compounds, 0.3% hits | AID 602163; in the data active = activation above about 7.5%;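 also: 0% = vehicle and 100% = reference activator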
# FAS TE block – FAS thioesterase (human) inhibition; AID 602261; 360,000 compounds, 0.67% hits; recombinant FAS-TE, OMFH fluorogenic substrate, fluorescence endpoint; inhibition, % at 15 µM;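 active = compounds whose normalised, plate-corrected inhibition of enzyme fluorescence in the single-dose primary screen is 50% or more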;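 also: 0% = DMSO with enzyme and 100% = substrate without enzyme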
# CSN deneddyl inh – blocks human CSN-mediated cullin deneddylation | 360,000 compounds, 0.38% hits | inhibition, % at 12.5 µM | AID 651999 | Q92905 | Purified CSN, SCF-Nedd8-OG deneddylation, fluorescence polarization;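 active = pattern-corrected inhibition above about 35%, with an unprinted fluorescence ratio check between 0.5 and 1.5, limit read from the data, passing the limit was not always enough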;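 also: 0% = enzyme with substrate and 100% = substrate without enzyme; some results filed as inactive read as strong as hits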
# Target sequence (Q92905 whole entry, looked up, one chain of several): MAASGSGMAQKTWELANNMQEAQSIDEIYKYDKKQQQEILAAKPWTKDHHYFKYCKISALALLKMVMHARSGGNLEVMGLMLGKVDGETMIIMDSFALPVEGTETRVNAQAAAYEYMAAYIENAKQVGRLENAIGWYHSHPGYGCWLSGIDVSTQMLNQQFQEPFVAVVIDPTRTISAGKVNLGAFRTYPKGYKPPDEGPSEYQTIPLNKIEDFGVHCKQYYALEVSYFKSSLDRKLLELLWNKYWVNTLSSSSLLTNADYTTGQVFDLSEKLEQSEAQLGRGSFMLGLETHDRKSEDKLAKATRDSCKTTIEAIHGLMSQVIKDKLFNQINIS
#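 test system = HEK293T-derived human Csn5 enzyme | amount = 0.24 nM Csn5 enzyme, final concentration | medium = Tris/NaCl/DTT buffer, pH 7.5 | schedule = 90 min reaction at room temperature | signal = FP | evaluation = inhibition of Csn5 cleavage, % | compound dosing = single dose of 12.5 µM compound with 0.25% DMSO | probe or stimulus = 10 nM SCFSkp2-Nedd8OG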
# MsrA inh – bovine MsrA inhibition | purified bovine MsrA, absorbance read-out | inhibition, % at 15.5 µM | 360,000 compounds, 0.75% hits | AID 651718; in the data active = inhibition above about 4.5%;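 also: 0% = vehicle wells with enzyme and 100% = reference inhibitor wells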
# MLLE-PAM2 inh – blocks PAM2 peptide binding to the PABP1 MLLE domain; GST-MLLE / FITC-PAM2 fluorescence polarization; inhibition, % at 20 µM; 360,000 compounds, 0.36% hits; AID 588489; in the data active = inhibition above about 35%, passing the limit was not always enough;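 also: plate controls were DMSO wells with GST-MLLE for no effect and wells lacking GST-MLLE protein for full effect; some results filed as inactive read as strong as hits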
# MT1-MMP act inh – MT1-MMP (human) activation inhibition. P50281. HT1080 RFP-PRO-GFP cells, GFP/RFP ratio fluorescence, overnight; percent of plate control window, DMSO zero. GFP/RFP ratio change, % at 20 µM. 360,000 compounds, 0.061% hits. AID 651647;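 active = GFP/RFP ratio change of at least 30% with cell ATP level not reduced by more than half and red fluorescence within 50% of control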; also: strong numbers were not always called active
#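 Compound: 20 µM single dose, 1% DMSO / System: HT1080 RFP-PRO-GFP cells / Controls: DMSO and RFP-L50D-GFP cell wells / Read-out basis: GFP/RFP fluorescence ratio / Schedule: overnight compound exposure at 37 °C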
# Rin1 Abl inh – inhibitors of human Rin1-Abl protein interaction; P00519+Q13671; TR-FRET Rin1/Abl binding, biochemical; inhibition, % at 7.35 µM; 360,000 compounds, 0.4% hits; in the data active = inhibition above about 5%, passing the limit was not always enough
# The depositor's hits bear a star; i = inactive; & = joins results of further samples. Rows were taken by chance (roughly 3.7% active in at least one column).
SMILES,Rpn11 inh,eLon inh,bovine MsrA act,FAS TE block,CSN deneddyl inh,MsrA inh,MLLE-PAM2 inh,MT1-MMP act inh,Rin1 Abl inh
CCc1ccc(NC(=O)CSc2nc3ccccc3nc2N2CCCC2)cc1,i,-12.8,-0.7,23.8,-2.0,0.5,7.5,-1.1,-2.5
Cc1cccc2cc(COC(=O)c3cccnc3)c(=O)[nH]c12,i,1.2,-1.4,-5.0,-7.3,0.2,-107.4,-3.3,-1.1
CC(C)Sc1nc(N2CCOCC2)c2c(c1C#N)CC(C)(C)N(C)C2,i,-1.7,-3.5,-5.3,-2.9,-0.3,4.8,-1.3,-3.7
Cn1c(N)c(C(=O)Nc2ccccc2F)sc1=S,i,4.0,-6.4,-4.0,4.3,2.8,8.0,3.1,-6.5
COc1ccc(/C=C/C(=O)c2ccccc2)cc1Cn1nnc2ccccc21,i,12.7,-3.5,10.1,10.5,0.0,-19.3,-15.8,2.7
COc1ccc(Nc2nc(N)c([N+](=O)[O-])c(N3CCOCC3)n2)cc1,i,0.2,-3.5,2.1,-3.3,1.1,-4.5,-3.8,0.3
COc1ccc(Cl)cc1C(=O)Nc1ccc2c(c1)OCCO2,i,7.6,-1.6,10.4,0.3,0.3,-4.1,-3.0,-1.8
NC(=O)NC(=O)CC1S/C(=N/N=C2/NC(=O)CS2)NC1=O (stereo not given),i,2.8,-0.9,-7.9,-2.3,1.3,2.0,-0.6,-4.4
COC(=O)c1ccc(NC(=O)CN(C2CCCCC2)S(C)(=O)=O)cc1,i,1.6,-2.5,-1.9,3.3,-0.8,-1.9,1.9,-0.6
COc1ccc(N2CCN(C(=O)CCC(=O)N3Cc4ccccc4Oc4ncccc43)CC2)cc1,i,2.7,-8.8,1.9,-0.1,1.0,10.1,5.1,1.4
CCCNC(=O)NCCc1c(C)[nH]c2ccccc12,i,9.4,-10.9,-10.0,-6.5,0.9,53.5*,-5.4,-0.3
CCOC(=O)c1c(-c2ccc(C)cc2)csc1NC(=O)c1ccc(N2C(=O)CCC2=O)cc1,i,-18.0,-6.5,36.2,-4.6,-1.0,5.5,0.3,2.6
O=C(NCCCN1CCCCC1)c1ccc2c(c1)NC(=O)C(N1CCOCC1)S2 (stereo not given),i,-7.6,-2.7,-12.1,-2.3,-2.0,-12.6,-6.2,-1.2
CC(=O)NC(CC(=O)Nc1nc(-c2ccccc2)c(C(C)=O)s1)c1ccccc1 (stereo not given),i,-3.2,-2.5,2.6,-4.7,2.1,-7.3,-3.9,-7.1
CNC(=O)c1ccc(N(Cc2ccccc2)S(C)(=O)=O)cc1,i,2.7,-4.1,-6.6,0.8,0.7,1.4,-7.7,3.4
COc1ccc(NC(=O)COC(=O)C23CC4CC(CC(NC(C)=O)(C4)C2)C3)cc1S(=O)(=O)N1CCOCC1,i,7.3,-3.2,-4.9,-0.4,-0.6,-4.3,2.6,-1.0
Cc1nnn(-c2nonc2N)c1C(=O)N/N=C/c1ccccc1O,i,13.1,-0.3,-1.9,44.2*,0.4,-15.7,1.5,-2.0
Cc1[nH]n(-c2ccccc2)c(=O)c1C(=O)c1cccc(F)c1,i,-1.8,-7.3,-8.7,2.5,-0.9,-13.8,-5.5,-0.3
CCOc1ccc(C(=O)COC(=O)CC)cc1,i,-3.0,-2.3,-10.2,1.0,1.4,15.0,6.0,0.7
O=C(NC1CCCc2ccccc21)c1cncc(Br)c1 (stereo not given),i,-1.7,-2.0,-3.2,2.0,-0.7,-7.5,-8.3,-3.0

# No new results follow: entries from further up.
SMILES,Rpn11 inh,eLon inh,bovine MsrA act,FAS TE block,CSN deneddyl inh,MsrA inh,MLLE-PAM2 inh,MT1-MMP act inh,Rin1 Abl inh
CCc1ccc(NC(=O)CSc2nc3ccccc3nc2N2CCCC2)cc1,i,-12.8,-0.7,23.8,-2.0,0.5,7.5,-1.1,-2.5
Cc1cccc2cc(COC(=O)c3cccnc3)c(=O)[nH]c12,i,1.2,-1.4,-5.0,-7.3,0.2,-107.4,-3.3,-1.1

# (continued)
SMILES,Rpn11 inh,eLon inh,bovine MsrA act,FAS TE block,CSN deneddyl inh,MsrA inh,MLLE-PAM2 inh,MT1-MMP act inh,Rin1 Abl inh
CCN(CC)C(=O)CNC(=O)c1nn(-c2ccc(OC)c(Cl)c2)c(=O)c2ccccc12,i,6.7,-2.1,3.8,-4.5,-1.4,-2.8,4.3,-2.9
COc1ccccc1Oc1c(C)oc2c(CN(C)C)c(O)ccc2c1=O,i,-6.4,-11.0,-9.0,-3.4,2.1,1.7,-2.3,-2.3
Cc1ccc(-n2c(C)cc(/C=N/NC(=O)c3ccc(CN4CCOCC4)cc3)c2C)cc1,i,1.6,-3.3,-5.3,-0.4,1.1,-33.6,1.4,-0.7
CSc1ccc(/C=C/C(=O)NC(=O)c2ccccc2O)cc1,i,0.8,-12.5,3.6,1.4,6.0*,3.2,1.3,1.8
Cc1c(C(=O)Nc2ccc(N3CCOCC3)cc2)cccc1[N+](=O)[O-],i,1.7,-3.9,-5.9,-8.1,1.8,-3.7,2.6,-4.8
O=C(Nc1ccccn1)Nc1ccccc1[N+](=O)[O-],i,0.5,-2.1,-0.9,0.2,0.8,-4.3,-2.8,4.5
C[C@H]1CN(c2ccccc2)C(=O)[C@@H]1CC(=O)Nc1ccc(Br)cc1,i,1.1,-1.5,8.4,-1.7,-1.2,-0.8,4.2,-4.1
O=C(CNS(=O)(=O)c1ccc(F)cc1)N1CCN(c2ccccc2)CC1,i,-11.4,-3.5,-4.7,1.1,-0.4,17.8,0.9,0.8
Cc1ccc(OCC(=O)NCCO)c(Br)c1,i,9.1,-1.1,-5.4,-0.8,-0.6,5.7,-5.6,-3.0
COc1ccc(CCNC(=O)c2c(C)nn(CC(C)C)c2Cl)cc1,i,-14.5,-4.4,-1.8,-4.3,-1.1,-3.8,5.1,0.9
CN(C)C(CNC(=O)CCCOc1ccccc1)c1ccco1 (stereo not given),i,8.8,-2.6,-7.2,2.7,-0.1,1.9,4.3,-1.1
Cc1ccc2[nH]c3c(=O)n(CC(=O)NCc4ccco4)ncc3c2c1,i,-15.4,-1.8,-6.8,6.8,-0.3,-21.8,-1.2,-0.1
CC1(C)CC2CC(C)(CN2S(=O)(=O)c2ccc(C(=O)Nc3ccc(S(=O)(=O)N4CCOCC4)cc3)cc2)C1 (stereo not given),i,4.0,-2.4,57.6*,-1.2,-0.3,-11.5,-11.9,0.2
Cn1c(=O)c2c(ncn2CC(=O)N2CCOCC2)n(C)c1=O,i,-10.4,-1.1,-6.3,-1.8,-0.1,-12.8,4.6,1.0
CCOc1ccc(CCNC(=O)COC(=O)c2ccc(Br)o2)cc1OCC,i,-6.4,-0.7,-4.8,-2.5,-0.2,-4.3,-0.7,-2.0
O=C(NCC1CCCCC1)c1cc([N+](=O)[O-])ccc1N1CCOCC1,i,1.3,-9.9,36.9,-7.9,-0.1,-3.5,0.2,-0.3
COc1cccc(NC(=O)CSc2nc3ccsc3c(=O)n2-c2ccc(C(=O)O)cc2)c1,i,-1.7,-7.0,-3.3,-2.3,-0.1,4.2,1.9,-0.3
NS(=O)(=O)c1cccc(NC(=O)c2cncc(Br)c2)c1,i,-16.7,-1.9,-5.4,1.2,0.9,-0.5,-2.7,0.0
COc1ccc(CNC(=O)N2CCN(c3ccccc3)CC2)cc1,i,-2.0,-0.6,-2.5,4.8,0.1,2.0,0.0,-5.3
CCOC(=O)c1cnc2c(F)ccc(F)c2c1Sc1ccccc1,i,-9.4,-3.9,27.1,-3.4,-0.8,26.3,-2.6,-2.1
Cc1cc(C)c(OCC(=O)OCC(=O)N2c3ccccc3CC2C)c(C)c1 (stereo not given),i,-5.7,-3.9,22.8,-1.7,-0.8,-5.0,0.5,2.5
COc1ccc(N2CC(C(=O)Nc3ncccc3C)CC2=O)cc1 (stereo not given),i,4.2,-3.9,-5.0,-0.6,0.7,-8.9,-2.0,0.7
COc1ccc(CCNC(=O)c2cccn2C)cc1,i,-6.1,-2.3,-4.4,0.1,-0.5,11.7,-4.9,0.2
CCn1c(=O)cc(OCC(=O)NCc2cccnc2)c2ccccc21,i,2.4,-1.8,-5.3,3.6,-0.5,3.8,2.7,-0.7
CCOC(=O)N1CCN(C(=O)CSc2nc(C)nc3c2c(=O)n(C)c(=O)n3C)CC1,i,-9.2,1.5,1.6,6.1,-1.5,9.9,5.0,4.6
CCNC(=O)C1(C)CCN(Cc2ccc(OC(F)(F)F)cc2)C1 (stereo not given),i,-3.4,-1.8,-5.9,0.1,0.0,15.8,3.7,-0.4
C/C(=N\Nc1nc(N)cc(Cl)n1)c1ccc(Cl)c(Cl)c1,i,-4.2,-3.9,1.2,-5.7,-0.7,-0.4,1.5,4.4
Cc1ccccc1NC(=O)Cn1nc(-c2ccccc2)nc1-c1ccccc1,i,1.8,-10.9,-5.7,3.6,0.8,-1.4,-2.7,-5.4
CCN(CC)CCCN1C(=O)C(=O)/C(=C(/O)c2ccc(C)cc2)C1c1ccccn1 (stereo not given),i,-2.9,-1.7,-3.0,4.7,0.7,-1.5,-6.5,-1.5
N#Cc1ccc(C(=O)N2CCCCC2c2cc(C(=O)Nc3ccc4c(c3)OCO4)no2)cc1 (stereo not given),i,-3.1,-0.7,9.7,-0.1,-1.1,-4.2,-3.1,-1.8
COc1ccc(-c2cc(NCc3ccccn3)n3ncnc3n2)cc1,i,-5.5,-4.7,-10.2,0.4,-0.7,5.0,-1.4,4.0
CC1CN(C(=O)COC(=O)c2ccc(Cl)c(S(=O)(=O)N3CCCCC3)c2)CC(C)O1 (stereo not given),i,-2.2,-2.3,-5.1,-0.3,1.3,-3.5,-0.7,-0.2
CCSc1nc2ccccc2[nH]1,i,-4.8&-2.5,-9.0&-9.8,-9.8&-11.7,-1.8&3.2,1.5&-0.6,-13.5&0.8,-1.2&3.2,-2.6&-0.6
COC(=O)C1Cc2c([nH]c3ccccc23)CN1C(C)=O (stereo not given),i,-1.9,-3.7,-4.2,3.7,0.2,8.7,-3.1,-1.5
COc1ccccc1NC(=O)NC(=O)c1ccccc1,i,-3.1,-0.5,-1.9,1.7,-0.1,8.1,-3.1,0.1
O=C(NCc1ccc(-c2nc3ccccc3s2)cc1)c1cc2ccccc2o1,i,-4.5,3.1,-6.3,-3.1,0.6,2.1,3.1,0.2
CC(C)N1C(=O)NC2(c3ccccc3)N(C)C(=O)N(C)C12c1ccccc1 (stereo not given),i,-2.1,-5.8,-1.2,2.3,1.9,2.2,-2.0,-0.5
CCC(=O)N(C)CCc1cc2c(c(OC)c1/C=N/NC(=O)[C@H]1C[C@@H]1c1ccccc1)OCO2,i,2.8,-2.9,8.2,-1.1,-0.6,-1.8,-3.6,-3.9
COC(OC)C1(CCc2ccccc2)NC(=O)NC1=O (stereo not given),i,-5.7,-2.1,-3.8,-3.6,-1.5,-15.6,-0.9,-1.8
CCc1nc(SCc2ccc(Cl)cc2)n[nH]1,i,-8.8,-2.0,-8.3,-3.1,0.4,-18.0,2.4,1.7

# Gathered by group, the compounds so far containing a cyano group.
SMILES,Rpn11 inh,eLon inh,bovine MsrA act,FAS TE block,CSN deneddyl inh,MsrA inh,MLLE-PAM2 inh,MT1-MMP act inh,Rin1 Abl inh
CC(C)Sc1nc(N2CCOCC2)c2c(c1C#N)CC(C)(C)N(C)C2,i,-1.7,-3.5,-5.3,-2.9,-0.3,4.8,-1.3,-3.7
N#Cc1ccc(C(=O)N2CCCCC2c2cc(C(=O)Nc3ccc4c(c3)OCO4)no2)cc1 (stereo not given),i,-3.1,-0.7,9.7,-0.1,-1.1,-4.2,-3.1,-1.8
